# DAGLB inh – diacylglycerol lipase beta (human) inhibition. Q8NCG7. HEK293T DAGLB membrane lysate, EnzChek fluorogenic substrate. inhibition, % at 5.17 µM. hit rate 0.059% among 340,000. AID 504411; in the data active means inhibition above about 34%;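 further: 0% = enzyme with vehicle and 100% = wells lacking enzyme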
# CAL PDZ FP-1 – blocks peptide binding to the human CAL PDZ domain | purified CAL PDZ, TMR-peptide fluorescence polarization, 1 h | Q9HD26 | hit rate 0.92% among 300,000 | AID 602252 | inhibition, % at 24.9 µM;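 active means mean inhibition of at least 30% with at least half of replicates also reaching 30%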;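 further: 0% = DMSO neutral control and 100% = excess unlabeled competitor peptide PRC23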
# C-LANA FP – blocks KSHV LANA C-terminal domain binding to DNA; MBP-C-LANA/FAM-LBS DNA binding, fluorescence polarization; inhibition, % at 9 µM; hit rate 0.078% among 340,000; AID 504423;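 active means highest replicate inhibition at or above 60% at 9 µM, even if other replicates fall short; inactive means all replicates below 60% inhibition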;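 further: 0% = neutral control wells and 100% = 4 µM acridine orange control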
# CAL PDZ FP-2 – blocks peptide binding to human CAL PDZ domain; Q9HD26; purified CAL PDZ, TMR-peptide fluorescence polarization, 1 h; inhibition, % at 20 µM; hit rate 0.02% among 330,000; AID 504414;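 active means highest replicate inhibition of at least 40%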;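 further: plate controls were DMSO neutral control wells for no effect and unlabeled competitor peptide control wells for full effect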
#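 Read-out basis: mP drop reported as inhibition | Assay system: Tagged CAL PDZ protein CerCALP, purified | Benchmarks: Unlabelled peptide for full inhibition, DMSO wells as neutral | Schedule: 1 h incubation at room temperature before polarization reading | Buffer or medium: Sodium phosphate/NaCl buffer pH 7.4 with TCEP, IgG, Thesit | Doses: Single point, 20 µM | Measured by: Fluorescence polarization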
# Pemphigus Ab inh – human desmoglein-3 autoantibody binding inhibition | AID 588358 | hit rate 0.48% among 310,000 | DSG3-coupled beads, scFv-anti-DSG3-GFP binding, flow cytometry; active compounds read low | binding (percent of control), % at 10 µM;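 active means binding more than 3 SD below its plate's average and above zero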;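 further: hits lower antibody fragment binding to DSG3; some compounds called inactive have numbers as strong as hits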
# Arrestin-AP2 inh – blocks beta-arrestin peptide binding to AP2 adaptin. hit rate 0.31% among 340,000. FITC-arrestin peptide / GST-AP2 beads, flow cytometry; AP2 beta2 appendage carries R879A mutation. inhibition, % at 10 µM;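 active means inhibition above a set limit, near 3 SD of compounds lacking own fluorescence, cut at about 54% in these data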;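 further: plate controls were DMSO wells for no effect and 5 µM unlabelled arrestin peptide for full effect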
#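 system = GST-tagged AP2 beta2-adaptin appendage (R879A) on 4 µm glutathione beads | reagent = FITC-labelled arrestin peptide probe, 50 nM final | schedule = compound with beads 12 min RT, then probe 1 h RT | signal = HyperCyt-sampled flow cytometry, FL1 channel, ex 488/em 535 nm | read-out = percent response from loss of bead-bound FITC fluorescence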
# NSD2 HMT inh – inhibitors of human histone methyltransferase NSD2. O96028. NSD2 peptide methylation, AlphaScreen, 120 min. inhibition, % at 12.5 µM. hit rate 0.54% among 310,000. AID 743445; in the data active means inhibition above about 50%
# Target sequence (O96028 whole entry, looked up): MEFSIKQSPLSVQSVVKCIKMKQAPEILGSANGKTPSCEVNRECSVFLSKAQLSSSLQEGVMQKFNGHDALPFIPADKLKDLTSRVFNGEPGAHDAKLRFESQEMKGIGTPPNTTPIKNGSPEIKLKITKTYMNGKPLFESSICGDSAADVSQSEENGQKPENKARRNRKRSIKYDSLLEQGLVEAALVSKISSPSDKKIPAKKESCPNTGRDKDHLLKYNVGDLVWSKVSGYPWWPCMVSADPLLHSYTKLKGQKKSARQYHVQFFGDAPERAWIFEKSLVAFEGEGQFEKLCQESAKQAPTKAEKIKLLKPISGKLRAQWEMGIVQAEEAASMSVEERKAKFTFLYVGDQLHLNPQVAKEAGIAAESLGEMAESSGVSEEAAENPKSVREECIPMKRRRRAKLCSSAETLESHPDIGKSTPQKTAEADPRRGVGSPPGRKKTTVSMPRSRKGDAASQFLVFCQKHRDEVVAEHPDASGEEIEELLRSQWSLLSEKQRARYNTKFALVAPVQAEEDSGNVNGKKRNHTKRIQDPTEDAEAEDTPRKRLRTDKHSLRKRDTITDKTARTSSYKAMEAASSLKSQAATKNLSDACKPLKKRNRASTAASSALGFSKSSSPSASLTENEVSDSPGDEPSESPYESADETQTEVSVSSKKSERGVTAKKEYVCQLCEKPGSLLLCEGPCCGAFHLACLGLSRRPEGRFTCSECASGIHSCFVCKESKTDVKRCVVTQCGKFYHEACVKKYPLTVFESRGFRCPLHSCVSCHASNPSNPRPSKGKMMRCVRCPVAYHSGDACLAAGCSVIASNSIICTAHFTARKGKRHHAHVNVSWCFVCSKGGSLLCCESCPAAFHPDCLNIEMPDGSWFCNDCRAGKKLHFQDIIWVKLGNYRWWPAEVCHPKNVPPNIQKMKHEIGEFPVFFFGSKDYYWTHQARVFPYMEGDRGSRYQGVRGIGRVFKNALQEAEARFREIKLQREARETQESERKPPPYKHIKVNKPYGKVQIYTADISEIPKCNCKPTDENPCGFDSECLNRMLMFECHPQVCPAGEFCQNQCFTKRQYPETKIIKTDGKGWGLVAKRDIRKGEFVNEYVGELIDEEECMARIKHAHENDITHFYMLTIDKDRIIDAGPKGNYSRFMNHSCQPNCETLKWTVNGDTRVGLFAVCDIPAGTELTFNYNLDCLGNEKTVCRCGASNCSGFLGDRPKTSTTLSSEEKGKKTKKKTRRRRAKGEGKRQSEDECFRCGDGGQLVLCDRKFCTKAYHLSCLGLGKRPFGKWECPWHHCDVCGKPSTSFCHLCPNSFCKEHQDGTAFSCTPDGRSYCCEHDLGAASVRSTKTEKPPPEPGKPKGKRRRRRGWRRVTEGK
# Keap1-Nrf2 PPI – Keap1-Nrf2 (human) interaction inhibition; Keap1 Kelch-Nrf2 peptide fluorescence polarization, 1536-well; inhibition, % at 9.4 µM; hit rate 0.15% among 340,000; AID 504523; in the data active means inhibition above about 12%;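 further: human Keap1 Kelch domain with fluorescein labeled Nrf2 9mer peptide probe; 0% = neutral control wells and 100% = peptide positive control; higher means more block of Keap1 binding to Nrf2 peptide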
# Cardiac RTF inh – cardiac RTF calcium desensitization | inhibition, % at 7.15 µM | P19429+P45379 | IANBD-labeled cardiac RTF, Ca2+ fluorescence | hit rate 0.12% among 340,000 | AID 493244;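 active means inhibition above the mean inhibition of all tested compounds plus 3 SD, cut at about 17% in these data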;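 further: assay run at fixed EC70 calcium of 1.6 mM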
# V-ATPase pHluor – alters yeast V-ATPase proton transport; S. cerevisiae, pHLuorin cytosolic pH fluorescence; response, % at 10 µM; hit rate 0.37% among 350,000; in the data active means response mostly above about 7.3%, no sharp cut-off; inactive means mostly below about 5.4%; further: actives read high; inactives centre near 0; some compounds called inactive have numbers as strong as hits
# * hit, by the source's call; · = no result given. The list is partial; the hit share may differ from the screen's.
# The first three entries (preview)
SMILES,CAL PDZ FP-1,C-LANA FP,CAL PDZ FP-2,Keap1-Nrf2 PPI,Arrestin-AP2 inh,Cardiac RTF inh,DAGLB inh,V-ATPase pHluor,NSD2 HMT inh,Pemphigus Ab inh
COc1cccc2c1OCC(CN1CCN(Cc3ccccc3F)C(CCO)C1)=C2 (configuration not stated),-1,0.0,-0.2,-3,-6,-5,1,1,7,116
S=C(NCc1ccccc1)Nc1ccc(Oc2ccccc2)cc1,1,0.1,-1.3,-2,47,0,-3,2,0,113
O=C(c1ccccc1)c1cc2ccccc2o1,5,0.2,0.2,3,4,-12,-9,3,1,110

# Main list, from the first entry:
SMILES,CAL PDZ FP-1,C-LANA FP,CAL PDZ FP-2,Keap1-Nrf2 PPI,Arrestin-AP2 inh,Cardiac RTF inh,DAGLB inh,V-ATPase pHluor,NSD2 HMT inh,Pemphigus Ab inh
COc1cccc2c1OCC(CN1CCN(Cc3ccccc3F)C(CCO)C1)=C2 (configuration not stated),-1,0.0,-0.2,-3,-6,-5,1,1,7,116
S=C(NCc1ccccc1)Nc1ccc(Oc2ccccc2)cc1,1,0.1,-1.3,-2,47,0,-3,2,0,113
O=C(c1ccccc1)c1cc2ccccc2o1,5,0.2,0.2,3,4,-12,-9,3,1,110
CCOC(=O)C1(Cc2cccc(Cl)c2)CCCN(C(=O)C2CC2)C1 (configuration not stated),-7,-2.1,-0.6,-9,5,8,-5,-2,-2,98
CCCCNC(=O)COC(=O)CNC(=O)c1cc(Cl)cc([N+](=O)[O-])c1,·,-1.6,0.7,-2,-12,-3,-2,0,0,104
CCCOC(=O)CCCCCCCCC(O)CN1CCCCC1 (configuration not stated),-4,·,0.9,·,12,2,-1,7,0,117
CS(=O)(=O)N1CCN(c2ccnc3cc(Cl)ccc23)CC1,-2,-1.3,-1.2,0,25,-6,1,-4,·,104
Cc1ccc(SCC(=O)NNC(=O)c2ccccc2)cc1C,-5,0.9,-2.5,-4,2,-8,0,0,4,·
COCCNC(=O)c1cc(-c2cccnc2)nc2ccc(Br)cc12,5,2.2,-0.2,1,-1,1,0,1,0,97
O=C1C2CCCN2C(c2ccc(F)c(F)c2)N1c1cccc(Cl)c1 (configuration not stated),2,2.1,-0.1,-3,2,-3,-1,-5,·,109
CCc1ccc(C(=O)NNC(=O)c2ccc(OCC(=O)N3CCOCC3)c(OC)c2)cc1,2,2.0,-3.0,-1,1,-2,-3,-1,-3,103
CC1CCCCC1NC(=O)CC1Oc2ccccc2NC1=O (configuration not stated),-2,0.5,-0.5,2,3,-1,-4,-1,·,98
CC(C)(C)c1ccc(C(=O)N/N=C/c2cccc(Cl)c2)cc1,-5,-0.1,-0.2,-2,-8,-1,-15,-1,-3,95
N#Cc1ccc(OCC(=O)N2CCN(C(=O)c3ccco3)CC2)cc1,3,0.1,0.0,3,-2,2,1,0,2,98
CC(=O)c1sc2nc(CSc3nncn3C)[nH]c(=O)c2c1C,4,0.4,-0.4,-9,19,-5,0,1,4,119
Cc1cccc(NC(=O)C23CCC(C)(C(=O)O2)C3(C)C)c1 (configuration not stated),-3,2.2,-0.2,-4,17,-9,-3,-2,13,110
CCn1c2ccccc2c2cc(NC(=O)c3cccc(OC)c3)ccc21,·,4.1,-1.6,-1,3,-11,1,-1,1,105
C[C@H]1C=C(C(=O)N2CCOCC2)O[C@@H](OCc2ccc(CO)cc2)C1,-4,-0.8,-0.2,-7,14,-7,0,-6,·,101
CC1=NN(c2ccccc2)C(=O)/C1=C/c1cccs1,-4,-0.3,0.3,-6,0,-2,10,10,14,76
CN(C)CCCN(C(=O)c1ccco1)c1nc2c(F)cc(F)cc2s1,-2,-0.6,-1.7,-7,-18,-6,1,0,4,·
COc1ccccc1N(CC(=O)N/N=C/c1ccc(C(=O)O)cc1)S(=O)(=O)c1ccc(C)cc1,-6,0.8,-2.4,-3,-9,-8,4,-1,4,98
COc1ccc(C2C(C#N)=C(N)Oc3n[nH]c(C)c32)cc1CN1CCN(c2ccc(F)cc2)CC1 (configuration not stated),-3,-2.2,-0.7,1,4,-4,0,2,3,104
O=C(O)c1cccc(CN2C(=O)SC(Nc3cccc4ccccc34)C2=O)c1 (configuration not stated),-4,-0.9,0.1,4,12,14,3,-1,24,104
C=CCn1c(=N)n(CC(O)COc2ccc(OC)cc2)c2ccccc21 (configuration not stated),-8,-0.6,-1.6,1,2,-11,0,-2,·,98
COc1ccc(Cl)cc1N1CC(c2nc3ccccc3[nH]2)CC1=O (configuration not stated),·,0.0,-1.9,1,0,-7,0,-3,·,101
Cc1ccc(C(=O)CN(CCCC(N)=O)S(=O)(=O)c2ccc([N+](=O)[O-])cc2)cc1,-2,0.4,0.7,3,-4,1,4,-2,·,174
Cc1c(C)c2ccc(OC(C)C(=O)N[C@@H](Cc3c[nH]c4ccccc34)C(=O)O)c(C)c2oc1=O (some centres not stated),0,1.9,-0.1,-6,12,-7,3,2,·,106
Nn1c(SCC(=O)NCCC2=CCCCC2)nnc1C1CCCCC1,-1,-1.4,-0.7,-6,-1,-20,3,3,2,107
Cc1ccc(OCCNC(=O)CN2C(=O)NC3(CCCC3)C2=O)cc1,-6,0.4,-3.3,-4,0,-40,-1,-3,2,64
COc1ccc(S(=O)(=O)n2nc(OC(=O)c3ccc(C)cc3)cc2N)cc1,-1,0.5,-0.9,-3,3,-21,-1,2,-4,·
N#C/C(C(=O)N1CCOCC1)=C1/SC(Cc2ccccc2Cl)C(=O)N1c1ccccc1 (configuration not stated),-4,-0.3,-2.6,0,31,0,-1,-3,3,96
COc1ccc2cc(C(=O)N(C)CC(=O)Nc3ccccc3Br)ccc2c1,8,0.1,-2.2,-3,29,2,-5,0,0,95
CN(c1ccccc1)c1nc(N)c([N+](=O)[O-])c(N2CCCCC2)n1,-6,1.4,-2.3,3,-6,-6,-5,-2,10,99
Cc1ccc(SCCC(=O)N2CCCC2)cc1,-4,1.2,-2.7,3,-5,0,-1,2,0,99
S=c1[nH]nc(-c2ccncc2)n1/N=C/c1cn(-c2ccccc2)nc1-c1ccc(Cl)cc1,·,·,·,·,1,·,·,-5,-3,97
CCCCn1c(N)c(N(CC(C)C)C(=O)Cn2c(=O)oc3ccccc32)c(=O)[nH]c1=O,2,-0.5,-1.8,-2,1,8,0,-2,-1,99
CCOc1ccc2nc(SCC(=O)NCc3ccc4c(c3)OCO4)[nH]c2c1,-5,0.9,-0.5,0,-5,-7,3,-4,11,100
COc1cccc(-c2noc(-c3ccoc3C)n2)c1,4,-2.0,-1.7,1,0,6,-18,0,1,105
COC(=O)/C=C1\N/C(=N\c2nc(C)cc(C)n2)N(c2ccc(C)c(C)c2)C1=O,·,-0.4,-1.2,-4,5,-4,1,3,-2,112
CC(=O)OCC(=O)C1(O)CCC2C3CCC4=CC(=O)CCC4(C)C3(F)C(O)CC21C (configuration not stated),·,-2.5,-0.8,-2,28,5,1,-1,-6,93
CCCCOC(=O)N/N=C/C=C/c1ccccc1,-1,-0.1,-3.1,1,31,0,-2,-5,8,117
Cc1c(C(=O)N2CCN(C/C=C/c3ccccc3)CC2)oc2c(F)cccc12,-4,-0.4,-0.5,-1,0,-7,-6,-2,-2,104
CCOC(=O)c1ccc(S(=O)(=O)N2CCN(C3CC(=O)N(c4ccc(OC)cc4)C3=O)CC2)cc1 (configuration not stated),-8,-2.8,-1.3,-3,-5,-7,-3,-5,0,105
CC(C)c1nnc(NC(=O)CCC(=O)NC2CCCCCCC2)s1,·,-1.2,-0.7,4,-1,-13,0,4,-2,99
Cc1cccc(C2c3[nH]c4ccccc4c3CCN2C(=O)c2cc3c([nH]c2=O)CCCC3)n1 (configuration not stated),-1,-0.7,-0.4,-3,14,4,3,-3,0,95
CCOC(=O)CNc1nc(Cl)c(C#N)s1,0,0.8,-3.8,-4,14,-1,3,0,-2,86
O=C(O)c1ccc2c(c1)C(=O)N(c1cc([N+](=O)[O-])ccn1)C2=O,-2,-0.7,-1.1,-3,3,-15,-1,-1,14,98
Cc1nnn(C23CC4CC(CC(C4)C2)C3)n1,·,0.0,-0.2,-3,4,-5,-2,6,-1,101
CCN(CC(=O)NCCc1ccccc1)S(=O)(=O)c1ccccc1,-1,-0.3,-0.1,-1,25,-3,-2,1,4,106
O=S(=O)(CCN1CCOCC1)c1ccc(OC(F)(F)F)cc1,-2,1.1,0.3,-1,-11,1,1,6,-1,96

# (further entries)
SMILES,CAL PDZ FP-1,C-LANA FP,CAL PDZ FP-2,Keap1-Nrf2 PPI,Arrestin-AP2 inh,Cardiac RTF inh,DAGLB inh,V-ATPase pHluor,NSD2 HMT inh,Pemphigus Ab inh
C[C@@H]1C[C@@H]2O[C@H]2/C=C\C=C\C(=O)Cc2c(Cl)c(O)cc(O)c2C(=O)O1,-4,0.9,-0.3,-9,4,-4,0,0,·,·
O=C(NCc1cccc(F)c1)C1CCN(S(=O)(=O)Cc2ccccc2)CC1,-2,-1.4,-0.8,6,10,0,2,9,30,·
O=C(CSc1nnc2ccc(-c3ccccc3)nn12)NCC1CCCO1 (configuration not stated),-7,-1.1,-1.5,-1,4,-11,-4,-2,-1,98
COc1ccccc1N1CCN(C/C(O)=C(\C#N)c2nc(-c3ccccc3)cs2)CC1,2,1.4,0.8,-2,-1,1,7,-2,4,103
Cc1cc(C(=O)N/N=C2\CCCc3ccccc32)c(C)o1,1,-0.5,-0.8,3,-2,-8,-2,0,-3,91
CCCc1nnc(NC(=O)CCC(=O)N2CCN(S(=O)(=O)c3ccc(C)cc3)CC2)s1,-1,-1.8,-1.8,-4,22,9,0,-1,0,98
CN(CCOc1ccc(Cl)cc1)C(=O)C1CCN(C(=O)c2ccc(Cl)cc2)CC1,-1,-0.8,-0.6,0,18,-5,1,0,2,103
O=S(=O)(c1ccccc1)c1nc(NC2CC2)sc1Cl,-8,·,-4.5,·,-7,-9,0,1,5,·
Cc1ccc(C(C)C)cc1OCCN1CCCC1,2,0.7,-0.5,3,18,2,-3,-3,4,100
CC(/C=C/c1ccco1)=N\NC(=O)c1cc(C)[nH]n1,·,0.3,-2.1,4,2,-6,2,-1,3,100
CC(C(=O)N1CCCC1)c1ccc([N+](=O)[O-])cc1 (configuration not stated),-11,1.8,-0.6,0,0,-19,-1,-2,-7,104
O=C(O)CC(NNC(=O)c1ccccc1)C(=O)Nc1cccc([N+](=O)[O-])c1 (configuration not stated),0,0.5,1.7,-2,8,-6,1,1,-5,95
Cc1nc2c(-c3ccccc3)c(C)[nH]n2c(=O)c1Cl,-2,-0.2,0.9,-7,2,-2,3,2,3,95
